GAA inh – qHTS Assay for Inhibitors of Human alpha-Glucosidase as a Potential Chaperone Treatment of Pompe Disease; Lysosomal alpha-glucosidase (Homo sapiens), P10253; purified human GAA, 4-MU-alpha-glucoside fluorescence; Potency, µM (doses to about 76.9 µM), for the others: at the top dose activity change, negative = inhibition, hits mostly inhibitors; 200,000 tested, 0.005% active; AID 1466, 2008;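 note: plate controls were uninhibited enzyme wells for no effect and no-enzyme background for full effect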
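Human enzyme at 4 nM with 400 uM 4-methylumbelliferyl-alpha-D-pyranoside, citrate/phosphate buffer pH 5.0, 0.005% Tween-20, 20 min at room temperature. Compounds up to 77 uM. 4-MU fluorescence (Ex 365/Em 440) read after NaOH/glycine stop; AC50 from Hill fit.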
GAA glycogen mod – qHTS Assay for Inhibitors and Activators of Human alpha-Glucosidase Cleavage of Glycogen. Lysosomal alpha-glucosidase (Homo sapiens), P10253. recombinant GAA, glycogen substrate, Amplex Red glucose oxidase fluorescence. Potency, µM (highest dose often 76.4 µM), for inactives: at the top dose activity change, negative = inhibition, most hits filed as inhibitors. 300,000 tested, 0.38% active. AID 2100, 2009;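 note: 0% = full enzyme reaction and -100% = no-enzyme basal signal; the screen sought inhibitors and activators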
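Recombinant enzyme (4 nM final) with compounds titrated up to 77 uM and bovine liver glycogen (30 ug) in citrate pH 5.0, 0.01% Tween-20, 37 C 40 min. Released glucose detected by Amplex Red/glucose oxidase (Ex 573/Em 610); AC50 from Hill fits.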
L3MBTL1 block – qHTS Assay for the Inhibitors of L3MBTL1 | 230,000 tested, 0.66% active | Lethal(3)malignant brain tumor-like protein 1 (Homo sapiens), Q9Y468 | AlphaScreen L3MBTL1–H3K9me1 peptide binding | Potency, µM (series often up to 57.1 µM), inactives show at the highest dose activity, negative = inhibition, actives largely listed as inhibitors; note: nearly all actives have a fitted effect of over 60% in size
Target sequence (Q9Y468 whole entry, looked up): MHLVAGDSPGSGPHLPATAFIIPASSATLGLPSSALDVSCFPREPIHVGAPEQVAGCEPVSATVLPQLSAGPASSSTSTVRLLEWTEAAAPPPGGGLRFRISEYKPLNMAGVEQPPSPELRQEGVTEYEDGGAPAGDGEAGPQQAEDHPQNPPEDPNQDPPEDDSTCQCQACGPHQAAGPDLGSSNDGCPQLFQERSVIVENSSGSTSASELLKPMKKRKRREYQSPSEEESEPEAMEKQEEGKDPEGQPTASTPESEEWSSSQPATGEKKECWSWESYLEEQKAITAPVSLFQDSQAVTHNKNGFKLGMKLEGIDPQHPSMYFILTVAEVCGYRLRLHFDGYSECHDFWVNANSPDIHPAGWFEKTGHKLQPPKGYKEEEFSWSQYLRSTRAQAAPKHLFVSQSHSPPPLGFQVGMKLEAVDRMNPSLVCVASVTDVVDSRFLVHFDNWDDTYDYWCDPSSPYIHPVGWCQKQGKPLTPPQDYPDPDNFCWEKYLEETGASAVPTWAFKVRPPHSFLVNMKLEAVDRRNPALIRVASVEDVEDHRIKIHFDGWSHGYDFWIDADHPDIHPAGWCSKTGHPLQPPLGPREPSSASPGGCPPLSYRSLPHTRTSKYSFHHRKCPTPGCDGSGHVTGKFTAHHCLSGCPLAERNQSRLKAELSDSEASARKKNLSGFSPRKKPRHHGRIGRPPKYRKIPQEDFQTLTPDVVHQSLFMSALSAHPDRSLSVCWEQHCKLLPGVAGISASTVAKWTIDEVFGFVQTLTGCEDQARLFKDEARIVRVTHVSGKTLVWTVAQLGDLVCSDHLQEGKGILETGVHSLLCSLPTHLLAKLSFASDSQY
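AlphaScreen proximity signal between nickel-chelate acceptor and streptavidin donor beads (final 10 ug/mL) reports binding of 50 nM L3MBTL1 to 75 nM biotin-H3 K9me1 peptide; complex incubated with compounds 30 min at room temperature; cefsulodin titration as control.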
aGlu spleen mod – qHTS Assay for Inhibitors and Activators of Human alpha-Glucosidase From Spleen Homogenate; Potency, µM (top dose mostly 79.9 µM), without a hit: top-dose activity change, negative = inhibition, most hits filed as inhibitors; Lysosomal alpha-glucosidase (Homo sapiens), P10253; 240,000 tested, 0.006% active; human spleen homogenate, 4-MU-alpha-glucoside fluorescence; AID 2112, 2009;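 note: 0% = enzyme with vehicle and -100% = no enzyme basal signal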
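Human spleen homogenate (1 ug) incubated with compounds and 1 mM 4-methylumbelliferyl-alpha-D-glucopyranoside in pH 5.0 citrate/phosphate buffer, 37 C, 40 min. Stopped at pH 10; 4-MU fluorescence (Ex 365/Em 440 nm); AC50 by Hill fit.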
RECQ1 inh – qHTS Assay for Inhibitors of RecQ-Like Dna Helicase 1 (RECQ1). ATP-dependent DNA helicase Q1 (Homo sapiens), P46063. RECQ1 DNA unwinding, red fluorescence kinetic read. Potency, µM (titrated, usually from 57.3 µM), for the others: at the top dose activity, negative = inhibition, hits mostly inhibitors. 240,000 tested, 0.54% active. AID 2549, 2010;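 note: plate controls were vehicle for no effect and no enzyme for full effect; nearly all actives have a fitted effect of over 30% in size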
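50 nM RECQ1T1 preincubated 15 min with compound in Tris pH 8.0 buffer with MgCl2, DTT, Tween-20 and 2.5 ug/ml poly(dI-dC); started with 200 nM TAMRA/BHQ-2 forked duplex and 2 mM ATP. Unwinding read as fluorescence (525/598 nm), two reads 2 h apart.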
TRb-SRC2 inh – qHTS for Inhibitors of the Interaction of Thyroid Hormone Receptor and Steroid Receptor Coregulator 2; AID 1469, 2008; Thyroid hormone receptor beta (Homo sapiens), P10828; TRbeta-SRC2 peptide binding, fluorescence polarization; receptor liganded with 1 µM T3; Potency, µM (highest dose often 106 µM), without a hit: at the highest dose activity change, negative = inhibition, most hits filed as inhibitors; 280,000 tested, 0.065% active;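 note: plate controls were bound peptide for no effect and peptide without receptor for full effect; nearly all actives have a fitted effect of over 50% in size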
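Human TRb ligand-binding domain (0.6 uM) is mixed with 20 nM Texas Red SRC2 peptide and 1 uM T3; after compound addition and 5 hr at ambient temperature, polarization is measured and normalized to unbound and bound controls.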
TexasRed fluor – Total Fluorescence Counterscreen for Inhibitors of the Interaction of Thyroid Hormone Receptor and Steroid Receptor Coregulator 2; TRb/SRC2 Texas Red total fluorescence interference; Potency, µM (doses to about 106 µM), for inactives: at the highest dose fluorescence change, negative = quenching; 280,000 tested, 0.29% active; AID 1479, 2009; active = well fitted curve in either direction with a large enough effect; inconclusive = small, poorly fitted or top-dose-only effect
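Flags fluorescent or light-absorbing compounds by total fluorescence, S + 2P, at 555 nm excitation and 632 nm emission. Mixture: 20 nM Texas Red SRC2 peptide, 0.6 uM human TRb LBD, 1 uM T3, 5% DMSO; compound exposure 5 h at ambient temperature.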
GoLoco inh red – qHTS Assay for Inhibitors of RGS12 GoLoco Motif Activity (Red Fluorophore); Gai1:RGS12 GoLoco peptide FP, rhodamine, 10 min; Potency, µM (highest dose often 61.6 µM), for the others: at the highest dose activity, negative = inhibition, usual class: inhibitors; 230,000 tested, 0.44% active; AID 880, 2007; active = well fitted inhibition curve with a large enough effect, not every such curve was filed as active; inactive = no such curve, though single readings can be large or run the other way; note: nearly all actives have a fitted effect of over 30% in size; many of its hits are not listed in these tables
* marks the source's active call; other numbers are inactive results; i = inactive; u = inconclusive; x = not tested or not shown; & = joins results of further samples; [ ] = dose if it differs, or a comment. Unless noted, calls come from the whole dose curve; as a rule, active = well fitted curve in the direction sought with a large enough effect; inconclusive = small, poorly fitted or top-dose-only effect, or another doubt; inactive = no such curve, though single readings can be large; an effect the other way counts as inactive or inconclusive. Unless noted, % is set by controls: 0 for no effect and ±100 for the full control effect; potency is the fitted concentration of half-maximal effect.

SMILES	GAA inh	GAA glycogen mod	L3MBTL1 block	aGlu spleen mod	RECQ1 inh	TRb-SRC2 inh	TexasRed fluor	GoLoco inh red
O=C1CCCC2=C1C(c1cccs1)n1nc(SCc3ccc(C(=O)O)cc3)nc1N2 (stereo unspecified)	x	-2%	x	13%	0%	1%	-5%	4%
CC(O)CNc1nc2c(c(=O)n(Cc3ccc(Cl)cc3)c(=O)n2C)n1C (stereo unspecified)	x	-10%&-4%[76.3 µM]	0%	x	x	4%	-3%	x
O=C(c1cccc(S(=O)(=O)Nc2ccccc2Cl)c1)N1CCN(C(=O)c2ccco2)CC1	5%	-8%	16%	2%	i	6%	0%	-13%
COc1ccc(C(C)=O)cc1CSc1nnc(C)s1	4%	11%	0%	2%	i	-4%	-1%	-3%
COc1ccc(N(CC(=O)Nc2ccc(C)cn2)S(=O)(=O)c2c(C)noc2C)cc1	-30%	-8%	4%	-5%	-9%	2%	-1%	9%
COC1C(O)C(CO)OC1n1cnc2c(NC3CCCCC3)ncnc21 (stereo unspecified)	x	x	x	-10%	-16%	29%	6%	x
Cn1c(=O)c2c(SCc3ccccn3)nc(CC(C)(C)C)nc2n(C)c1=O	-9%	-3%	-12%	-10%	0%	9%	1%	2%
O=S(=O)(c1ccccc1)N(Cc1ccccc1)c1ccccn1	-11%	2%	x	-2%	i	-7%	-7%	2%
CCS(=O)(=O)C(=C1Nc2ccccc2N1)S(=O)(=O)CC	3%	6%	-4%	-1%	-7%	-11%	1%	8%
COC(=O)c1ccc(/C=N/NC(=O)c2ccccc2Cl)cc1	-2%	-1%	2%	-7%	-14%	4%	-1%	-1%
CCOC(=O)c1sc2ncn(/N=C/c3ccc(O)cc3)c(=O)c2c1C	-12%	-9%	-1%	-18%	-3%	-10%	0%	7%
Cn1cnnc1Sc1ccc(C(F)(F)F)cc1[N+](=O)[O-]	-10%	2%	x	-1%	i	-2%	-5%	-1%
CN1C(=O)N(C)C2=NNC=NC2(O)C1=O (stereo unspecified)	x	x	x	3%	-3%	11%	-1%	-1%
CN(C)/N=N/c1nc[nH]c1C(N)=O	x	x	x	-2%&3%	-8%	11%&4%	-1%&-2%	-3%&-8%
CCOC(=O)N1CCN(C(=O)COc2ccc(Cl)c(C)c2)CC1	-1%	-10%	11%	-13%	-4%	-6%	-2%	4%
Cc1sc2ncnc(NCc3cccnc3)c2c1C	-11%	9%	x	-2%	-1%	-4%	4%	7%
Cc1ccccc1Cn1nc(C)c(NC(=O)C(F)(F)F)c1C	1%	-3%	1%	2%	i	5%	5%	-8%
CC(OC(=O)c1ccc(NS(=O)(=O)c2ccc3[nH]c(=O)[nH]c3c2)cc1)C(=O)Nc1cccc(Cl)c1Cl (stereo unspecified)	x	2%	x	-2%	i	2%	0%	4%
COC(=O)[C@@H]1CC[C@H](C)[C@@H](c2ccc(C)cc2)N1C(=O)c1ccc(/C=N/OCC[C@@H]2C=C[C@H](OC(C)=O)[C@@H](COC(C)=O)O2)cc1	5%	-1%	-2%	2%	i	-13%	-3%	-1%
Cc1nn(CC(=O)N2CCCc3ccccc32)c(C)c1[N+](=O)[O-]	4%	-1%	9%	-1%	i	-2%	-4%	-1%
CCOC(=O)c1ccc(/C=C2/C=C(c3ccccc3)N(c3ccc(Cl)c(C(=O)O)c3)C2=O)cc1	-9%	-5%	-10%	-2%	-14%	6%	-2%	123%[activator]
O=C(COc1cccnc1[N+](=O)[O-])Nc1ccccc1Sc1ccccc1	u	-7%	-14%	6%	-1%	6%	u	59%[activator]
COCCN(CC(=O)Nc1ccc(F)cc1)S(=O)(=O)c1ccc(S(=O)(=O)N2CCCC2)cc1	-4%	4%	-6%	3%	-3%	0%	-4%	x
Cc1cc(C)c2c(N)c(C(=O)Nc3ncc(C)s3)sc2n1	3%	-4%	18%	2%	-26%	-1%	-8%	7%
C/C(CC(=O)Nc1ccc2c(c1)OCCO2)=N\NC(=O)C(=O)Nc1ccccc1C	6%	-21%	5%	-13%	i	3%	-2%	10%
COc1ccc2c(c1)O[C@@H](c1ccc3c(c1)OCO3)[C@H](OC(=O)Nc1cc(OC)c(OC)c(OC)c1)C2=O	-29%[15.4 µM]	-9%	-15%	-6%&-5%	-7%&-25%	-1%&0%	-2%&0%	-3%&-7%
Cc1ccccc1CSCC(=O)c1c(N)n(CC(C)C)c(=O)n(C)c1=O	-5%	-10%	x	9%	10%	3%	-6%	-14%
CCc1ccc(Cc2cnc(NC(=O)C3=NCCN3)s2)cc1	-6%	-20%	x	9%	i	1%	-2%	-9%
COc1cccc2c(=O)n(CC(=O)N3CCCCC3)ccc12	3%	2%	8%	-5%	-8%	-2%	0%	0%
COc1ccc(/C=C2\SC(=N)N(c3nccs3)C2=O)cc1OC	-6%	-7%	15%	-3%	-6%	13%	-19%	24%
COc1ccc(N=Nc2nc3ccc(Br)cc3n2C)cc1	-1%	27%	-2%	-4%	-4%	5%	1%	-31%
Cc1cc(NN)nc(NS(=O)(=O)c2ccccc2Cl)n1	-1%	u	2%	1%	0%	4%	-3%	12%
CC(C)OC(=O)c1cccc(C(=O)OCc2ccco2)n1	1%	2%	-2%	-2%	-3%	7%	-2%	-4%
CSc1ncc(Cl)c(C(=O)Nc2ccc(S(=O)(=O)N3CCOCC3)cc2)n1	-10%	3%	-8%	-2%	-3%	0%	-3%	1%
O=C(N/N=C/c1ccc2c(c1)OCO2)c1sc2cccc(Cl)c2c1Cl	u	-3%	-2%	-5%	0%	-20%	-2%	5%
Cc1ccc(S(=O)(=O)N2CCN(C(=O)CCC(=O)NCCc3ccc(F)cc3)CC2)cc1	-10%	-4%	6%	-1%	i	1%	0%	0%
COc1ccc2[nH]c3c(=O)n(CCCCC(=O)N4CCC(C(N)=O)CC4)c(=S)[nH]c3c2c1	2%	-26%	2%	7%	-6%	-4%	-6%	-13%
O=C(CCc1nc2ccccc2s1)Nc1ccccc1	-3%	16%	3%	-17%	-8%	-23%	1%	-14%
Cn1cnnc1SCC(=O)N1N=C2/C(=C/c3ccco3)CCCC2C1c1ccco1 (stereo unspecified)	-4%	10%	-18%	6%	-10%	10%	-1%	0%
CC(=O)Oc1ccccc1N(C(C)=O)S(=O)(=O)c1ccc(C)cc1	-1%	-4%	x	2%	-3%	-3%	0%	29%
CC(NC(=S)Nc1ccc(S(=O)(=O)N2CCOCC2)cc1)C1CC2CCC1C2 (stereo unspecified)	u	9%	-7%	-2%	13%	6%	-1%	0%
COc1ccc(S(=O)(=O)N2CCCCCC2)cc1N(C)S(=O)(=O)c1ccccc1	-8%	6%	-9%	-2%	-4%	-3%	0%	-7%
O=c1c(C/C=C/c2ccccc2)c(O)nc2n1CCCS2	4%	11%	3%	-8%	-9%	-3%	1%	3%
CCOC(=O)COc1cccc2c(=O)n(CC(=O)N3CCN(C(=O)OCC)CC3)ccc12	3%	1%	-10%	-9%	-8%	-2%	-4%	-13%
CCOc1ccccc1C(=O)NC(C(=O)Nc1ccccc1N1CCOCC1)C(C)C (stereo unspecified)	-7%	-14%	5%	1%	-1%	-4%	0%	6%
CC(=O)Nc1ccc(S(=O)(=O)NCCSCc2ccccc2Cl)cc1	0%	8%	-6%	-13%	-6%	2%	-7%	6%
Clc1ccc(-c2nnc(N3CCOCC3)o2)cc1	x	4%	-2%	8%	-2%	-1%	-8%	8%
COc1cc(/C=C2/CCC/C(=C\c3cc(O)c(OC)c(Cl)c3)C2=O)cc(Cl)c1O	u	u	-20%	-11%	-23%	3%	-2%	52%[activator]
COc1ccc(NC(=S)N(CCCN2CCOCC2)Cc2cn(C)c3ccccc23)cc1	-4%	-24%	-2%	-12%	2%	-9%	-1%	6%
CCOC(=O)C(C(=O)OCC)C1N=C(N)N=C2Oc3ccccc3N21 (stereo unspecified)	-8%	-1%	x	u	2%	-13%	0%	14%

An excerpt of these results, with values under each structure:
Results follow in this order: GAA inh	GAA glycogen mod	L3MBTL1 block	aGlu spleen mod	RECQ1 inh	TRb-SRC2 inh	TexasRed fluor	GoLoco inh red
CC(=O)Nc1ccc(S(=O)(=O)NCCSCc2ccccc2Cl)cc1
    0%	8%	-6%	-13%	-6%	2%	-7%	6%
Clc1ccc(-c2nnc(N3CCOCC3)o2)cc1
    x	4%	-2%	8%	-2%	-1%	-8%	8%
COc1cc(/C=C2/CCC/C(=C\c3cc(O)c(OC)c(Cl)c3)C2=O)cc(Cl)c1O
    u	u	-20%	-11%	-23%	3%	-2%	52%[activator]

New compounds follow:
SMILES	GAA inh	GAA glycogen mod	L3MBTL1 block	aGlu spleen mod	RECQ1 inh	TRb-SRC2 inh	TexasRed fluor	GoLoco inh red
C/C(=N\NC(=O)C12CCC(C)(C(=O)O1)C2(C)C)c1ccccc1O (stereo unspecified)	x	2%	3%	4%	-1%	5%	-4%	7%
COc1ccc(NCc2nnc(SCC(=O)Nc3ccc(OC)cc3)n2C)cc1	0%	-14%	22%	0%	i	5%	-1%	7%
CCOC(=O)c1c(NC(=O)/C=C/c2ccc3c(c2)OCO3)sc(C)c1C	-3%	5%	-7%	2%	2%	5%	0%	-20%
Cc1ccc(NC(=S)N(Cc2ccc(Br)cc2)Cc2ccc(C(=O)O)cc2)cc1C	6%	-24%	x	-7%	i	5%	-2%	4%

Screening results as filed in PubChem BioAssay.

Some of the compounds tested; the hit share may differ from the screen's.
